GALK inh: blocks human galactokinase activity; AID 1868; P51570; Potency, µM (highest dose often 57.5 µM), for inactives: at the highest dose activity change, negative = inhibition, most hits filed as inhibitors; Purified GALK, Kinase-Glo residual ATP luminescence; 270,000 tested, 0.007% active; further: potency means the concentration at half of the fitted maximal effect
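Luminescence from leftover ATP (Ultra-Glo luciferase/luciferin) served as read-out after a 1 h room-temperature reaction of 5 nM GALK with 35 uM ATP and 100 uM galactose.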
FBPA coupling cs: inhibits coupling enzyme system, counter-screen for aldolase hits; activity change, negative = inhibition, % at 58.2 µM, hits read low; AID 2472; coupling enzyme system counterscreen, AmpLite Red fluorescence; 290,000 tested, 0.67% active; in the data active means activity change below about -30%
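Counterscreen lacking aldolase: glyceraldehyde-3-phosphate coupling-enzyme reagent preincubated 10 min at RT with compound (at 57.5 uM final), then substrate/coupling system with AmpLite Red added; fluorescence read at 525/598 nm after 20 min RT.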
Eya2 inh: blocks the phosphatase activity of human Eya2 | O00167 | recombinant Eya2, OMFP fluorescence dephosphorylation (OMFP is methylfluorescein phosphate) | Potency, µM (highest dose often 76.9 µM), inactives show at the highest dose activity, negative = inhibition, actives largely listed as inhibitors | 330,000 tested, 0.006% active | AID 488837; further: potency means the concentration at half of the fitted maximal effect
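Eya2 (0.2 uM) preincubated 10 min at ambient with compound, then OMFP substrate added at 50 uM; 10 min reaction in 50 mM HEPES pH 7.5, 50 mM NaCl, 5 uM MgCl2, 0.05% BSA, 1 mM DTT. Fluorescence read at Ex 485/Em 525 nm.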
uPA generation: inhibitors of cell surface uPA generation; cell surface uPA generation assay, qHTS; Potency, µM (highest dose often 38.3 µM), for the others: top-dose activity change, negative = inhibition, actives largely listed as inhibitors; 330,000 tested, 0.31% active; active means well fitted inhibition curve with a large enough effect; inconclusive means small, poorly fitted or top-dose-only effect; inactive means no such curve, though single readings can be large or run the other way; tested in mouse RAW 264.7 cells; further: potency means the concentration at half of the fitted maximal effect; nearly all actives have a fitted effect of over 55% in size
PKM2 activator: PKM2 (human) enzyme activation; P14618; purified PKM2, Kinase-Glo ATP luminescence, activation; response scale: 0% is enzyme alone, no compound; Potency, µM (top dose mostly 57.5 µM), without a hit: at the highest dose activation, actives largely listed as activators; 260,000 tested, 0.34% active; AID 1631; further: potency means the concentration at half of the fitted maximal effect; nearly all actives have a fitted effect of over 55% in size
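hPK-M2, >95% pure; 0.1 mM ADP / 0.5 mM PEP final; imidazole pH7.2 buffer w/ 7 mM MgCl2, 50 mM KCl; 1 h RT; Kinase-Glo lum. Intermediate enzyme activity for dual inhibitor/activator qHTS.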
B2AR arrestin: agonists driving beta-arrestin recruitment to human beta2-adrenergic receptor; P07550; beta-arrestin recruitment to beta2AR, cell-based reporter; Potency, µM (doses to about 46.1 µM), for the others: at the top dose activation, most hits filed as activators; 330,000 tested, 0.02% active;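 further: potency means the concentration at half of the fitted maximal effect; 0% = DMSO controls and full agonism = EC100 isoproterenol or metaproterenol; nearly all actives have a fitted effect of over 65% in size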
Target sequence (P07550 whole entry, looked up): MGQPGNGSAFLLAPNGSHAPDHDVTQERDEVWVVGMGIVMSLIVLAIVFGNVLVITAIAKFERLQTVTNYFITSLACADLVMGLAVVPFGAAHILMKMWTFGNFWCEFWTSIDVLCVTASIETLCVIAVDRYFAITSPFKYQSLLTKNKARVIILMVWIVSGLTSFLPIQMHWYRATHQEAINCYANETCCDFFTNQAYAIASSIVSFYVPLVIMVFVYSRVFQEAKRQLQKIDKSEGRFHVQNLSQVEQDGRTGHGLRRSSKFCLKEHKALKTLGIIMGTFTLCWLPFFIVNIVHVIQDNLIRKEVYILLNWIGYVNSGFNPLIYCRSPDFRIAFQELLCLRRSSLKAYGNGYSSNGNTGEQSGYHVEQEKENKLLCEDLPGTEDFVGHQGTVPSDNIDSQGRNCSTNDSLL
hERG WT inh: blocks the wildtype human KCNH2 potassium channel. Q12809. U2OS, BacMam KCNH2, thallium flux FluxOr; stronger effect = lower value. activity change, % at 1.84 µM. 340,000 tested, 0.37% active. AID 720551;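 active means maximum activity change below -70%; inconclusive means maximum activity change between -70% and -50%; inactive means maximum activity change above -50%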
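U2OS cells were transduced with wild-type KCNH2 virus (2.03 x 10^8 / mL) for 4 h at room temperature, then cultured overnight at 37 C. Thallium flux was read with FluxOr dye. Rate constants were normalized to DMSO controls.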
Chronic BCR inh: blocks chronic active B-cell receptor signaling; ABC-DLBCL IkBa-CBG/CBR reporter, luminescence ratio, 4 h; Potency, µM (doses to about 46.1 µM), for the others: top-dose ratio change, negative = lower green/red ratio, hits mostly inhibitors; 340,000 tested, 0.05% active; AID 493014; active means well fitted inhibition curve with a large enough effect in the signal ratio, with a control signal flat, not every such curve was filed as active; inconclusive means small, poorly fitted or top-dose-only effect, or effect the other way, or a change in a side signal; the % refers to the signal ratio;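 further: potency means the concentration at half of the fitted maximal effect; plate controls were basal doxycycline-induced cells for no effect and cells given 10 µM MG132 for full effect; MG132 reads +100%, hits lower the ratio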
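TMD8 ABC-DLBCL cells carrying doxycycline-inducible green luciferase fused to IkappaBalpha plus unfused red luciferase were exposed to compounds (up to 46 uM) for 4 hrs at 37C. Activity came from the overlap-corrected green/red luminescence ratio.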
USP2a inh: USP2a (human) protease inhibition; O75604; USP2 core, Ub-CHOP2 coupled fluorogenic reporter, 485/531; Potency, µM (top dose mostly 38.3 µM), for inactives: at the top dose activity change, negative = inhibition, usual class: inhibitors; 330,000 tested, 0.01% active;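 further: potency means the concentration at half of the fitted maximal effect; plate controls were DMSO wells for no effect and full inhibition by NEM control for full effect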
Target sequence (O75604 whole entry, looked up): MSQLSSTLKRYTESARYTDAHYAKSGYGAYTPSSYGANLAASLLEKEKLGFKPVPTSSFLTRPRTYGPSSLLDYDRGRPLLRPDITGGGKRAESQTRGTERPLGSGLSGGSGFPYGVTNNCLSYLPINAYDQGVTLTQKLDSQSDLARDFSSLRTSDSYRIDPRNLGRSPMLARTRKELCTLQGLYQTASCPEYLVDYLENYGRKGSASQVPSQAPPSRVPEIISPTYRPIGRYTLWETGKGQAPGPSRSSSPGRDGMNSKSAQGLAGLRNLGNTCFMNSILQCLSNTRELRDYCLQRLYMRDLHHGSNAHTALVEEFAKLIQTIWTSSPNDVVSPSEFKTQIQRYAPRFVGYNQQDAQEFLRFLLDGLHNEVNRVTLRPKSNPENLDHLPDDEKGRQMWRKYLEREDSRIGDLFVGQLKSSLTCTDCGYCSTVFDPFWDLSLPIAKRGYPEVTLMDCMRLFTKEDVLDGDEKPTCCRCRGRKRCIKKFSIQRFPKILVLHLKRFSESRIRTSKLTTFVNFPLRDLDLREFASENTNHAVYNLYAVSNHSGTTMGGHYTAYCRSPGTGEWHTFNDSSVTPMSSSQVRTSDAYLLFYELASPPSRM
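Deubiquitinase activity read as fluorescence (485/531 nm) after Ub-CHOP2 cleavage activates the enterokinase reporter on its substrate; USP2 core 10nM, Ub-CHOP2 and substrate 25nM each, 30min compound preincubation then 60min RT; data normalized to NEM, curves fitted.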
KCNH2 3.1 inh: inhibitors of human KCNH2 3.1 potassium channel isoform; U2OS KCNH2 3.1, thallium flux FluxOr; stronger effect = lower value; activity change, % (tested at about 1.8 µM); AID 720553; 340,000 tested, 0.95% active;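 active means maximum activity change below -70%; inconclusive means maximum activity change from -70% to -50%; inactive means maximum activity change above -50%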;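 further: thallium influx rate constant from kinetic fluorescence after stimulation buffer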
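FluxOr-based Tl+ influx in U2OS cells transduced with KCNH2 3.1 virus; rate constants normalized to DMSO controls.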
Giardia killer: Giardia lamblia killing; Giardia lamblia trophozoite viability; 340,000 tested, 0.15% active; AID 540267; activity change, % at 7.66 µM, hits read low; in the data active means activity change below about -80%; inconclusive means between about -30% and that limit;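 further: parasites exposed to compound for two days anaerobically before the ATP read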
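Anaerobic 48 hrs incubation at 37 deg C of 100 trophozoites/well with test compounds; ATPLite 1-Step luminescence, 15-30 min RT, reports cellular ATP as viability.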
Starred values were filed as active, the others as inactive; [ ] = another dose, or the depositor's remark. Unless noted, the call rests on the fitted dose curve; in most records, active means well fitted curve in the direction sought with a large enough effect; inconclusive means small, poorly fitted or top-dose-only effect, or another doubt; inactive means no such curve, though single readings can be large; an effect the other way counts as inactive or inconclusive. Unless noted, on the % scale 0 is the no-effect control and ±100 the full control effect. Outcome played no part in choosing rows, and some 2.4% of all compounds hit somewhere here.

Results for O=C(O)CCC(=O)Nc1sc2c(c1C(=O)NC1CCCC1)CCCC2 ?
GALK inh: -5%; Eya2 inh: 5%; uPA generation: 3%; PKM2 activator: 0%; B2AR arrestin: -0.8%; hERG WT inh: 2; Chronic BCR inh: -1%; USP2a inh: 0%; KCNH2 3.1 inh: -6; Giardia killer: 16

Results for CC(C)(C)NC(=O)c1ccc2c(c1)C(=O)N(Cc1ccco1)C2=O ?
GALK inh: 0%; FBPA coupling cs: 0; Eya2 inh: 2%; uPA generation: 3%; PKM2 activator: -9%; B2AR arrestin: -0.4%; hERG WT inh: -2; Chronic BCR inh: 0%; USP2a inh: 1%; KCNH2 3.1 inh: -6; Giardia killer: 4

What do the screens show for `CCN1CCCC1CNC(=O)c1ccccc1Cl` (stereo not given)?
GALK inh: 0%; FBPA coupling cs: 0; Eya2 inh: -4%; uPA generation: 4%; PKM2 activator: -2%; B2AR arrestin: -1.1%; hERG WT inh: 4; Chronic BCR inh: -7%; USP2a inh: -1%; KCNH2 3.1 inh: 0; Giardia killer: 6

How did COc1ccc(CNC(=O)CN2CCN(c3ccc(F)cc3)CC2)cc1 do in these assays?
FBPA coupling cs: 3; Eya2 inh: 3%; uPA generation: 2%; B2AR arrestin: -0.7%; hERG WT inh: 6; Chronic BCR inh: -10%; USP2a inh: -1%; KCNH2 3.1 inh: 3; Giardia killer: -5

What do the screens show for `Cc1cc(C)c2cc3c(ccn3C3OC[C@H](O)[C@H](O)[C@H]3O)cc2n1` (stereo not given in full)?
GALK inh: -9%; FBPA coupling cs: -1; Eya2 inh: 6%; uPA generation: 4%; PKM2 activator: 7%; B2AR arrestin: -0.2%; hERG WT inh: -5; Chronic BCR inh: inconclusive; USP2a inh: -1%; KCNH2 3.1 inh: 10; Giardia killer: -7

Results for COc1ccc2oc(-c3ccco3)cc(=O)c2c1 ?
GALK inh: 5%; FBPA coupling cs: -1; Eya2 inh: -6%; uPA generation: -12%; PKM2 activator: -1%; B2AR arrestin: 13%; hERG WT inh: 0; Chronic BCR inh: -1%; USP2a inh: -5%; KCNH2 3.1 inh: 0; Giardia killer: -15

What do the screens show for `COc1ccc(C(CNC(=O)C(CCSC)NC(=O)c2ccccc2Cl)N2CCOCC2)cc1` (stereo not given)?
Eya2 inh: 27%; uPA generation: -23%; B2AR arrestin: -0.3%; hERG WT inh: 12; Chronic BCR inh: -1%; USP2a inh: 5%; KCNH2 3.1 inh: -7; Giardia killer: 9

Results for CC(=O)NS(=O)(=O)c1cccnc1Nc1cccc(Cl)c1C ?
FBPA coupling cs: 1; Eya2 inh: 7%; uPA generation: -2%; PKM2 activator: -9%; B2AR arrestin: -0.2%; hERG WT inh: -18; Chronic BCR inh: -1%; USP2a inh: -3%; KCNH2 3.1 inh: 2; Giardia killer: 11

How did O=C(CSc1nnc(C2CC2)n1-c1ccccc1)Nc1ccc(N2CCOCC2)cc1 do in these assays?
GALK inh: 1%; FBPA coupling cs: -1; Eya2 inh: 12%; uPA generation: 1%; PKM2 activator: 0%; B2AR arrestin: 0.4%; hERG WT inh: -3; Chronic BCR inh: 11%; USP2a inh: 1%; KCNH2 3.1 inh: -6; Giardia killer: 12

Results for COC(=O)c1ccc(/C=N/NC(=O)CC(=O)NCC(C)C)cc1 ?
GALK inh: -2%; FBPA coupling cs: 3; Eya2 inh: 10%; uPA generation: -6%; PKM2 activator: -8%; B2AR arrestin: 2.8%; hERG WT inh: -3; Chronic BCR inh: 6%; USP2a inh: 1%; KCNH2 3.1 inh: 18; Giardia killer: -10

How did Nc1ccc(O)cc1C(=O)OCC(=O)C12CC3CC(CC(C3)C1)C2 do in these assays?
GALK inh: 6%; FBPA coupling cs: -47*; Eya2 inh: -12%; uPA generation: -14%; PKM2 activator: 25%; B2AR arrestin: -0.5%; hERG WT inh: 4; Chronic BCR inh: inconclusive; USP2a inh: -14%; KCNH2 3.1 inh: 0; Giardia killer: -12

How did CN(CCc1ccccc1)C1CCCN(S(=O)(=O)c2cccc(F)c2)C1 (stereo not given) do in these assays?
GALK inh: 0%; FBPA coupling cs: 1; Eya2 inh: 12%; uPA generation: 2%; PKM2 activator: 2%; B2AR arrestin: -1.0%; hERG WT inh: 19; Chronic BCR inh: 1%; USP2a inh: 4%; KCNH2 3.1 inh: -39; Giardia killer: 5

What do the screens show for `O=C(O)CCc1nn2c3ccccc3n(Cc3ccccc3)c2nc1=O`?
GALK inh: 2%; FBPA coupling cs: 3; Eya2 inh: -2%; uPA generation: -6%; PKM2 activator: 2%; B2AR arrestin: -0.7%; hERG WT inh: 13; Chronic BCR inh: 0%; USP2a inh: 3%; KCNH2 3.1 inh: 5; Giardia killer: 10

How did c1nnc(NC2=NCCCCC2)s1 do in these assays?
GALK inh: 1%; FBPA coupling cs: 0; Eya2 inh: 7%; uPA generation: -4%; PKM2 activator: 6%; B2AR arrestin: 0.1%; hERG WT inh: 1; Chronic BCR inh: 4%; USP2a inh: 2%; KCNH2 3.1 inh: 7; Giardia killer: -1

Results for COc1cccc(CNc2ccc3c(c2)CCC3)c1 ?
GALK inh: 3%; FBPA coupling cs: -11; Eya2 inh: 18%; uPA generation: -6%; PKM2 activator: 0%; B2AR arrestin: 0.0%; hERG WT inh: -19; Chronic BCR inh: inconclusive; USP2a inh: -2%; KCNH2 3.1 inh: 0; Giardia killer: -8

What do the screens show for `CCN(C(=O)CN1CCCC(C)C1)c1c(N)n(Cc2ccccc2)c(=O)[nH]c1=O` (stereo not given)?
Eya2 inh: 4%; uPA generation: -4%; B2AR arrestin: 0.3%; hERG WT inh: 2; Chronic BCR inh: 3%; USP2a inh: -1%; KCNH2 3.1 inh: inconclusive; Giardia killer: 10

What do the screens show for `CCOC(=O)C1CCN(C(=O)C2CCN(S(=O)(=O)c3cccc4nsnc34)CC2)CC1`?
GALK inh: -3%; Eya2 inh: -4%; uPA generation: 1%; B2AR arrestin: 0.1%; hERG WT inh: -1; Chronic BCR inh: -6%; USP2a inh: 3%; KCNH2 3.1 inh: -4; Giardia killer: 8

Results for O=C(O)c1cccc2c1C(=O)c1ccc(N3CCCC3)cc1S2(=O)=O ?
Eya2 inh: 17%; uPA generation: -4%; B2AR arrestin: 0.0%; hERG WT inh: 3; Chronic BCR inh: 1%; USP2a inh: 24%; KCNH2 3.1 inh: 22; Giardia killer: -19

How did Cc1nn(C)cc1CN(C)C(=O)c1cc2nc(-c3ccco3)cc(C(F)(F)F)n2n1 do in these assays?
GALK inh: 2%; FBPA coupling cs: -8; Eya2 inh: -4%; uPA generation: -3%; PKM2 activator: inconclusive; B2AR arrestin: -0.1%; hERG WT inh: 4; Chronic BCR inh: -5%; USP2a inh: 4%; KCNH2 3.1 inh: -2; Giardia killer: 4

What do the screens show for `CCCN1C(=O)/C(=C\C=C2/Sc3ccccc3N2CCO)SC1=S`?
GALK inh: 14%; FBPA coupling cs: -1; Eya2 inh: 7%; uPA generation: 2%; PKM2 activator: 1%; B2AR arrestin: -0.1%; hERG WT inh: -21; Chronic BCR inh: 1%; USP2a inh: 4%; KCNH2 3.1 inh: -81*; Giardia killer: 20

How did O=C(C1CC1)N(Cc1nc2ccccc2c(=O)[nH]1)Cc1cccs1 do in these assays?
GALK inh: 1%; FBPA coupling cs: 4; Eya2 inh: 8%; uPA generation: -2%; PKM2 activator: 4%; B2AR arrestin: 0.2%; hERG WT inh: -14; Chronic BCR inh: -7%; USP2a inh: 0%; KCNH2 3.1 inh: 3; Giardia killer: 16

Results for Cc1ccc(F)cc1NC(=O)C1CCN(c2cnccn2)CC1 ?
GALK inh: 7%; FBPA coupling cs: 3; Eya2 inh: -4%; uPA generation: 3%; PKM2 activator: 3%; B2AR arrestin: 0.2%; hERG WT inh: 0; Chronic BCR inh: inconclusive; USP2a inh: 3%; KCNH2 3.1 inh: 23; Giardia killer: 3

How did Cc1noc(C)c1C(=O)N1CCN(c2ccccc2O)CC1 do in these assays?
Eya2 inh: 12%; uPA generation: 2%; B2AR arrestin: -0.2%; hERG WT inh: 10; Chronic BCR inh: inconclusive; USP2a inh: 2%; KCNH2 3.1 inh: 16; Giardia killer: -5

What do the screens show for `CCCn1c2ccccc2c2cnn(CC(=O)NCCCN3CCCCC3CC)c(=O)c21` (stereo not given)?
GALK inh: 8%; FBPA coupling cs: -2; Eya2 inh: 1%; uPA generation: -17%; PKM2 activator: 1%[0.46 µM]; B2AR arrestin: -1.3%; hERG WT inh: 1; Chronic BCR inh: -19%; USP2a inh: 0%; KCNH2 3.1 inh: -1; Giardia killer: -13
